# Lipid droplet = hepatic lipid droplet formation modulation. AML12 mouse hepatocytes, oleate lipid droplets, BODIPY imaging. inhibition, % at 6.5 µM. hit rate 0.4% among 240,000. AID 1656;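 active = lipid droplet intensity inhibited by at least 50%, with more than 500 cells counted; inconclusive = wells with under 300 cells, treated as cytotoxic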
#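 Material – mouse AML12 hepatocyte cell line, fixed after treatment · Compound dosing – one dose, 6.5 µM compound · Times – compound with oleate, overnight · Measured by – Image-based BODIPY and DAPI two-channel analysis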
# Ins promoter up = MIN6 insulin promoter up-regulation; MIN6 insulin promoter-GFP reporter, high-content imaging; stronger effect = higher value; z-score at 5 µM; hit rate 0.3% among 190,000;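 active = z-score above 3 at 5 µM with at least 500 cells counted in the well; inconclusive = wells under 500 cells, flagged as cytotoxic or low count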
# P. falciparum M1AAP = P. falciparum M1AAP inhibitors, biochemical, fluorogenic H-Leu-NHMec substrate, 1536-well (AID 1445). one-dose inhibition, % at 30 µM; IC50 in µM for titrated hits. hit rate 0.42% among 220,000. recombinant M1AAP, H-Leu-NHMec fluorogenic kinetic assay; higher % means a stronger effect;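 active = primary inhibition above the hit cutoff, then over 50% inhibition at one or more dose response concentrations, cut at about 23% in these data, passing the limit was not always enough; inconclusive = conflicting primary data, or primary hits not chosen for dose response; inactive = low primary inhibition, or under 50% at every dose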;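 also: plate controls were DMSO full reaction for no effect and no enzyme background for full effect; strong numbers were not always called active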
# Dynein cargo inh = blocks dynein driven cargo transport along microtubules; 3617.4 mouse cells, GR-EGFP nuclear translocation imaging; test concentration mostly 20 µM; stimulated with dexamethasone, 1 µM; stronger effect = lower value; z-score, hits read low; hit rate 0.47% among 220,000; AID 1381;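 active = plate z-score of nuclear minus cytoplasmic receptor signal below a set negative limit, without overly bright fluorescence or cell loss, cut at about -3.5 in these data, passing the limit was not always enough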;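 also: z-score of nuclear minus cytoplasmic ring GR-EGFP intensity difference per well; some compounds called inactive have numbers as strong as hits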
#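 Buffer or medium: tet-free medium with charcoal-stripped serum / Also added: dexamethasone agonist, 1.0 µM final, for 30 min / Timing: induction 48 h, compound 1 h, agonist 30 min / Measured by: high-content fluorescence imaging after fixation / Read-out: nuclear-to-cytoplasmic GR-EGFP distribution per well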
# MT stabilize HCS = stabilizes microtubules in HeLa cells | HeLa tubulin immunostaining HCS, 24 h; share of cells brighter than vehicle mean+2SD | % tubulin-high responders, % at 10 µM | hit rate 0.83% among 200,000 | AID 2205;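 active = plate Z-score above 3 for both tubulin-high and condensed-nucleus cell shares, with cell loss under 80%, at 10 µM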;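 also: anti alpha tubulin signal scored within the nucleus-defined area of each cell; some results filed as inactive read as strong as hits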
# ER stress rescue = protection against thapsigargin-triggered cell killing – 384-well, CSM14.1, ATP luminescence, primary screen (AID 1222). CSM14.1 thapsigargin-induced death rescue, ATP luminescence; higher % means a stronger effect. 190,000 tested, under 10 active. cellular ATP content (survival), % at 20 µM; hits with a dose series show EC50 in µM;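 active = EC50 below 50 µM in the dose-response confirmation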;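 also: death triggered by thapsigargin at about 15 µM added after 2 h compound pretreatment; cell ATP read after overnight thapsigargin exposure of roughly 18 to 22 hours; normalized against plate controls of thapsigargin alone and 5% DMSO vehicle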
# Autophagy HCS = modulators of autophagy | calls only at 10 µM (by protocol) | hit rate 0.98% among 190,000 | MEF GFP-LC3 puncta imaging; test concentration mostly 10 µM | AID 463193;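 active = percentage of spot-positive cells more than 3 SD above its plate mean, without a fluorescence outlier flag or 80% toxicity; inconclusive = no clear call, values can overlap the other calls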;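 also: spot-positive cell cutoff set from DMSO-treated cells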
# P. falciparum M17LAP = P. falciparum M17LAP inhibitors, primary screen, biochemical, fluorogenic H-Leu-NHMec substrate, 1536-well (AID 1619); recombinant M17LAP, H-Leu-NHMec fluorogenic kinetic assay; higher % means a stronger effect; inhibition, % at 30 µM, or IC50 in µM where a hit was titrated; hit rate 0.38% among 220,000;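 active = compound inhibiting the enzyme by more than half at any dose during confirmatory dose-response retesting; inconclusive = strong single-dose inhibitors picked by rank but not retested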;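 also: plate controls were full reaction with DMSO carrier for no effect and no enzyme background for full effect; strong numbers were not always called active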
# Yfh1-off respiration = enhancers of respiration in Yfh1-depleted yeast, dose response, Friedreich's ataxia, plus single-dose screen (AID 1465). fold induction at 50 µM, or EC50 in µM where a hit was titrated. hit rate 0.074% among 220,000. S. cerevisiae Yfh1-off respiration, WST-1 reduction, 72 h; higher fold induction means a stronger effect;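 active = fold induction of absorbance versus untreated yeast above a set limit, then at least 30% activation at any dose in follow-up; inconclusive = repeats straddling the limit, or above it without dose testing; inactive = fold induction below the set limit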;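 also: activators that raise dye reduction in frataxin-depleted yeast; strong numbers were not always called active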
# Dynein cargo inh cytoplasmic EGFP = also measured in Dynein cargo inh; calls as there; z-score; measured here: cytoplasmic GR-EGFP intensity; stronger effect = higher value
# Dynein cargo inh nuclear GR-EGFP = further read-out of Dynein cargo inh, marked with its call; z-score; measured here: nuclear GR-EGFP intensity;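 lower value marks the stronger effect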
# Dynein cargo inh cell count = also measured in Dynein cargo inh; calls as there; z-score; measured here: cell count per field
# Ins promoter up cell count = also measured in Ins promoter up; calls as there; cell count; measured here: cytotoxicity, nuclei count;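 total cells summed across four imaged fields per well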
# Lipid droplet cells 6.5 µM = further read-out of Lipid droplet, marked with its call; cell count; measured here: cell count, cytotoxicity flag;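 cells counted across two imaged fields per well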
# MT stabilize HCS Hoechst-high % = also measured in MT stabilize HCS; calls as there; % Hoechst-high responders; measured here: nuclear condensation Hoechst responders;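 share of cells brighter than vehicle mean plus two SD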
# MT stabilize HCS cytotoxicity % = second read-out of MT stabilize HCS, no call of its own (marks repeat the call); toxicity, %; measured here: cytotoxicity by cell density;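 0% = mean cell density of plate MIN control wells and 100% = no cells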
# Autophagy HCS cell loss 18 h = recorded beside Autophagy HCS, whose call it bears; toxicity, %; measured here: cell loss, nuclei count;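 cell loss after 18 h compound exposure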
# Active calls of the source: *; i = inactive; u = inconclusive; x = no result given.
smiles	Lipid droplet	Lipid droplet cells 6.5 µM	Ins promoter up	Ins promoter up cell count	P. falciparum M1AAP	Dynein cargo inh	Dynein cargo inh cytoplasmic EGFP	Dynein cargo inh nuclear GR-EGFP	Dynein cargo inh cell count	MT stabilize HCS	MT stabilize HCS Hoechst-high %	MT stabilize HCS cytotoxicity %	ER stress rescue	Autophagy HCS	Autophagy HCS cell loss 18 h	P. falciparum M17LAP	Yfh1-off respiration
CCCCNC(=O)Nc1nnc(C(C)(C)C)s1	-10.9	697	0.95	1031	1.7%	0.344	-0.296	0.0735	0.111	x	x	x	x	x	x	3.6%	i
Cn1cc(CNCc2ccc(OC(F)(F)F)cc2)c(-c2ccc3c(c2)OCCO3)n1	-37.6	572	-5.7	739	2.0%	0.796	-0.0889	0.405	-0.506	3.1	1.6	5.0	-2.6%	i	-6.2	3.0%	i
Cc1occc1-c1n[nH]c(=S)n1CC(C)C	-3.7	747	x	x	14.2%	0.296	-0.227	-0.203	-0.509	2.9	2.3	7.2	1.4%	i	1.9	6.0%	i
Cc1ccccc1C(=O)NNC(=O)Cc1cccc2ccccc12	-9.5	740	-1.07	903	2.1%	-0.663	-0.219	-0.458	0.0921	2.2	2.2	4.3	0.3%	i	2.0	8.0%	i
CCCCCc1cc(=O)oc2c(C(CCN3CCCC(C)C3)c3cc(OC)c(OC)c(OC)c3)c(OC)cc(OC)c12 (centres undefined)	19.2	715	u	x	0.3%	0.977	-0.0608	0.7	-3.43	x	x	x	x	x	x	-8.1%	i
C=CCOC(=O)C1=C(C)NC(=S)C(C#N)(CC=C)C1c1ccccc1Cl (centres undefined)	-26.0	704	-0.64	1462	9.5%	-0.709	-0.196	-0.615	0.614	x	x	x	x	x	x	-0.8%	i
N#CC1=C2SCN(Cc3ccco3)CN2C(=O)CC1c1c(F)cccc1Cl (centres undefined)	x	x	0.08	1126	8.4%	-1.03	-0.261	-0.505	0.445	6.8	2.1	2.6	-1.7%	i	-3.1	-66.9%	i
O=C(CSc1ncccn1)NCc1cccc(Cl)c1	9.6	681	-0.34	1691	9.4%	-0.882	-0.215	-0.667	0.0572	3.3	1.6	10.7	-0.2%	i	-10.9	22.8%	i
Fc1ccc(NCc2nnc3n2CCCCC3)cc1	-6.7	707	-0.17	1183	3.2%	-1.23	-0.334	-0.217	2.02	4.9	1.8	7.6	-0.1%	i	6.8	1.1%	i
COc1ccc(C2C(C(=O)NCc3ccccn3)c3cc(OC)c(OC)cc3C(=O)N2C)cc1 (centres undefined)	3.7	755	-0.41	1151	9.1%	-0.309	-0.181	0.256	-0.432	1.4	3.1	9.9	-2.1%	i	5.2	-8.1%	i
CCCCCn1c(=O)[nH]c2cc(C(=O)NCCN(CC)CC)ccc2c1=O	x	x	-1	1193	0.0%	-0.801	0.121	0.129	0.231	3.6	3.3	9.1	0.3%	i	3.1	-8.6%	i
COc1ccc2c(C(=O)CN3CCSCC3)c[nH]c2c1	12.4	719	0.07	1298	-3.7%	2.04	-0.13	1.3	-1.07	x	x	x	x	x	x	11.9%	i
CC1CC(C)(C)NC(=S)S1 (centres undefined)	x	x	0.65	1313	8.8%	-0.341	-0.204	-0.29	0.238	2.1	2.1	3.9	-0.3%	i	4.1	-2.3%	i
CCc1ccc(C2=NN(c3ccc(S(N)(=O)=O)cc3)C(c3ccc(F)cc3)C2)cc1 (centres undefined)	-0.9	607	-1	922	7.7%	-1.03	-0.0123	-0.677	-0.449	2.1	1.3	5.8	0.2%	i	-24.2	-5.2%	i
CCn1ccc(-c2ccccc2)c(C#N)c1=O	1.0	635	-0.11	1606	0.2%	-0.175	-0.327	0.0356	1.09	8.0	2.1	9.1	3.2%	i	3.2	8.8%	i
Cc1cc2c(c(SCC(=O)Nc3ccc(C)c(C)c3)n1)C(=O)OC2	-3.9	682	0.22	1382	0.2%	-0.293	-0.251	0.0985	0.055	2.0	1.8	5.2	-4.3%	i	-11.5	-6.4%	i
CCN=C(Nc1ccc2c(c1)OCO2)SC1CC(=O)N(c2ccccc2F)C1=O (centres undefined)	x	x	-0.12	1205	4.6%	-0.163	-0.192	-0.0525	0.313	1.3	1.5	8.7	7.6%	i	-15.5	7.2%	i
COc1ccccc1NC(=O)C1=C(C)Nc2ncnn2C1c1ccc(C)o1 (centres undefined)	9.4	681	0.3	1219	11.9%	-0.297	-0.0887	0.191	-0.278	2.4	0.3	43.5	-2.7%	i	5.2	20.3%	i
O=S(=O)(Nc1cnc2ccccc2c1)N1CCCCCC1	0.4	757	-0.25	1138	2.1%	3.2	-0.126	1.89	-1.99	3.3	1.6	4.2	-4.2%	i	6.2	12.2%	i
CN(C)S(=O)(=O)c1ccc(NC(=O)COC(=O)c2ccccn2)cc1	x	x	1.15	1537	-0.9%	-0.601	-0.217	-1.01	0.727	2.4	2.3	6.6	3.1%	i	-2.1	-2.9%	i
c1ccc2c(N3CCCCC3)nc(N3CCCC3)nc2c1	-25.6	695	-0.89	1187	12.5%	1.42	0.302	1.72	-2.93	2.5	1.3	56.8	x	i	16.5	-5.6%	i
O=C(N/N=C/c1ccc([N+](=O)[O-])cc1)c1ccc(COc2ccccc2-c2ccccc2)cc1	5.0	645	-1.5	1378	8.2%	0.58	-0.283	0.101	0.248	2.4	1.5	10.6	0.6%	i	2.1	-3.3%	i
OCc1nc2ccccc2n1CCCOc1ccccc1	-13.6	697	0.36	1139	0.6%	-0.258	-0.207	0.423	0.209	2.3	2.5	1.3	x	i	25.4	-5.1%	i
CC1=C(C(=O)OCc2ccccc2)C(c2ccc(N3CCOCC3)cc2)NC(=O)N1 (centres undefined)	x	x	-0.15	1041	-0.6%	-0.319	-0.403	-0.26	0.267	5.8	1.9	6.2	0.0%	i	-49.4	-10.2%	i
O=C(O)CCCCCn1c(SCC(=O)N2CCCC2)nc2ccsc2c1=O	x	x	x	x	11.5%	-0.858	-0.1	-0.0727	0.446	4.8	2.1	3.3	1.6%	i	20.0	14.5%	i
Cc1cc(Nc2cccc([N+](=O)[O-])c2)c2cccc(C)c2n1	0.6	754	-0.06	1012	10.5%	-0.726	-0.285	-0.331	0.407	x	x	x	x	x	x	10.8%	i
O=C(COC(=O)c1ccc([N+](=O)[O-])s1)NCc1ccccc1	2.2	637	0.07	1560	5.8%	0.512	-0.158	0.29	-0.605	4.7	2.2	7.2	-0.5%	i	7.4	1.2%	i
COC(=O)c1c(NC(=O)CSc2nc3ccccc3c(=O)n2-c2ccccc2)sc(C)c1C	31.0	719	0.32	1506	9.3%	0.416	-0.00326	-0.188	0.657	2.7	3.8	9.5	5.2%	i	-6.7	9.9%	i
CCN(CC)S(=O)(=O)c1ccc(O)c(NS(=O)(=O)c2ccccc2F)c1	1.4	605	x	x	-7.0%	-0.237	-0.271	-0.383	0.164	5.9	2.3	4.0	-4.8%	i	5.5	16.5%	i
CC1(C)Cc2c(C#N)c(SCc3ccccc3)nc(N3CCOCC3)c2CO1	x	x	-1.28	1430	6.9%	-0.435	-0.424	-0.183	0.647	4.0	1.4	12.9	0.9%	i	14.0	3.2%	i
Cc1ccc(S(=O)(=O)N2CCC[C@H]2C(=O)OCC(=O)c2ccc3c(c2)NC(=O)CO3)cc1	6.4	663	0.94	763	1.8%	0.055	-0.732	-0.273	-0.332	x	x	x	x	x	x	8.2%	i
O=C(Cc1ccccc1)N[C@@H](Cc1ccccc1)C(=O)O	1.1	734	0.55	1510	3.3%	0.0619	-0.223	0.435	-1.09	2.9	1.7	5.6	-1.4%	i	8.4	-3.5%	i
COc1ccc(Cl)cc1S(=O)(=O)N1CCN(C(=O)c2ccco2)CC1	-0.2	752	0.59	1330	5.5%	-0.39	-0.301	-0.261	0.815	1.4	1.8	2.7	-0.9%	i	-8.5	5.8%	i
Cc1ccc(NC(=O)C2CC(Cl)=CCC2C(=O)O)c([N+](=O)[O-])c1 (centres undefined)	-2.0	747	-0.17	1418	x	0.408	-0.157	0.762	-0.308	2.8	2.4	6.8	2.3%	i	-4.1	x	i
CCOC(=O)c1c(-c2cccc(N)c2)cn2ccccc12	-8.9	700	0.52	1155	3.3%	-0.521	-0.192	-0.875	0.185	2.4	2.2	6.8	x	i	-10.3	-9.1%	i
O=C(CC1C(=O)NCCN1Cc1cccc(Oc2ccccc2)c1)NCCc1cscn1 (centres undefined)	-10.2	491	0.14	1088	5.8%	-0.789	-0.0799	-0.447	-0.362	1.3	2.6	5.4	-1.6%	i	10.6	5.6%	i
CCN(CCC#N)c1ccc(/C=N/Nc2nc(C)cc(=O)[nH]2)c(C)c1	2.7	690	-0.66	1456	u	-0.547	-0.256	-0.459	0.309	6.4	1.9	6.1	-3.3%	i	-2.4	-4.0%	i
Cc1ccc(/C=C/C(=O)c2ccc(C)cc2)cc1	-4.4	757	x	x	0.3%	-1.59	-0.0857	-0.808	-0.967	2.5	2.5	5.0	0.4%	i	34.0	12.9%	i
Nc1cc(=O)[nH]c(SCC(=O)Nc2cccc(Cl)c2Cl)n1	-4.0	714	0.26	1193	8.1%	0.0373	-0.305	0.064	0.547	4.3	1.8	6.3	0.9%	i	-3.5	26.7%	i

# The order is random; 3.5% or so of the library scored in one or more.
